# Screening data (PubChem BioAssay)
# AmpC inh no detg = qHTS Inhibitors of AmpC Beta-Lactamase (assay without detergent); P00811; AmpC nitrocefin hydrolysis, absorbance 480 nm, 0.0001% Triton; Potency, µM (doses to about 57.1 µM), inactives show at the highest dose activity change, negative = inhibition, actives largely listed as inhibitors; 330,000 compounds, 0.52% hits; AID 485341, 2010;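 further: potency means the concentration at half of the fitted maximal effect; plate controls were no compound for no effect and no enzyme for full effect; nearly all actives have a fitted effect of over 20% in size; some results filed as inactive show a strong effect at the top dose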
# Target sequence (P00811 whole entry, looked up): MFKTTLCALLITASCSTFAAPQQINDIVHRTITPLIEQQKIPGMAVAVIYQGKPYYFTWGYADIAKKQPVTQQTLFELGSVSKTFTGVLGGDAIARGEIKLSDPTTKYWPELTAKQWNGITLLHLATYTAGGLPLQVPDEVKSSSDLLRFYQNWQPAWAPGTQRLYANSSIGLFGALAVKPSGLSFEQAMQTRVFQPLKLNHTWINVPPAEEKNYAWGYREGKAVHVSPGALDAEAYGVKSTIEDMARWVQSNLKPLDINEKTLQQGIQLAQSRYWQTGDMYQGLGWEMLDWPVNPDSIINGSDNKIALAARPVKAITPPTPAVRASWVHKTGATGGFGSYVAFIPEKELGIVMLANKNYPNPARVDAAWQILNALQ
#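 AmpC (5.3 nM in the dispensed reagent) in 20 mM phosphate pH 7.0 with 0.01% (detergent screen) or 0.0001% Triton X-100 was preincubated with compounds for 15 min at room temperature. Nitrocefin was then added from an 800 uM solution, and hydrolysis was followed at 480 nm.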
# HCMV antiviral = qHTS Assay for inhibitors of the human cytomegalovirus (HCMV) | HFF cells, HCMV-luciferase reporter, 72 h; active compounds read low | activity change, negative = inhibition, % at 57.5 µM | AID 1259415, 2018 | 410,000 compounds, 4.5% hits; in the data active means activity change below about -60%; inconclusive means no clear call, values can overlap the other calls; inactive means above about -39%
#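 Steps: HFFs plated, 16 h 37C; compounds added; HCMV-luciferase added to MOI 1 PFU/cell; 72 h 37C; OneGlo reagent, 5 min room temperature; luminescence read, normalized to controls.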
# FBPA Giardia inh = qHTS Assay for Inhibitors of Fructose-1,6-bisphosphate Aldolase from Giardia Lamblia; A8B2U2; purified Giardia FBPA; Potency, µM (titrated, usually from 59.6 µM), without a hit: at the top dose activity, negative = inhibition, usual class: inhibitors; 290,000 compounds, 0.71% hits; further: potency means the concentration at half of the fitted maximal effect; nearly all actives have a fitted effect of over 55% in size
# Target sequence (A8B2U2 whole entry, looked up): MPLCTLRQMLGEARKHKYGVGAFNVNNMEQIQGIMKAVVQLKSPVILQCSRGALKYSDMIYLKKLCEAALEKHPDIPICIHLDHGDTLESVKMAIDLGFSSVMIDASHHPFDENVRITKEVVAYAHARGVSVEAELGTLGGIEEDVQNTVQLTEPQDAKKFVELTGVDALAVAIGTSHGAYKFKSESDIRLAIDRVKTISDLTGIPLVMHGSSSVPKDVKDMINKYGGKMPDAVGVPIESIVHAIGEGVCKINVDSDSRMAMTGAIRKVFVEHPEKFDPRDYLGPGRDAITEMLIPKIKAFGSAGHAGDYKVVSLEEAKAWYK
#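 40 nM FBPA preincubated 10 min at RT with compound (up to 57.5 uM final), then substrate plus GAPDH/TPI/NAD/arsenate coupling and diaphorase/resazurin added. Fluorescence read after 20 min at RT, 525/598 nm.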
# AmpC detergent = qHTS Inhibitors of AmpC Beta-Lactamase (assay with detergent). 370,000 compounds, 0.041% hits. AmpC hydrolysis of nitrocefin, absorbance 480 nm, 0.01% Triton. P00811. AID 485294, 2010. Potency, µM (doses to about 114 µM), for inactives: at the top dose activity change, negative = inhibition, actives largely listed as inhibitors;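 further: potency means the concentration at half of the fitted maximal effect; 0% = no-compound wells and -100% = no-enzyme wells; nearly all actives have a fitted effect of over 25% in size; some results filed as inactive show a strong effect at the top dose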
#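 20 mM phosphate pH 7.0 + 0.01% (detergent screen) or 0.0001% Triton X-100; 5.3 nM AmpC reagent; cpd preinc 15 min RT; nitrocefin (800 uM stock) to start; A480 q20 s × 4 min; Activity was normalised to no-enzyme and no-compound control wells.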
# HCV inh = qHTS Assay for Inhibitors of Hepatitis C Virus (HCV); Huh7.5.1 HCVcc-Cre infection, luciferase reporter, 44 h; Potency, µM (top dose mostly 41.8 µM), for the others: at the top dose activity change, negative = inhibition, actives largely listed as inhibitors; 340,000 compounds, 3.4% hits; further: potency means the concentration at half of the fitted maximal effect
#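 HCVcc-Cre virus at an moi near 0.5 was added right after compound to cells cultured 4 h from seeding (1,000 cells/well). Luciferase activity was determined 44 h later, 15 min after substrate addition at RT.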
# Sm TGR block = qHTS Assay for the Inhibitors of Schistosoma Mansoni Peroxiredoxins | Schistosoma mansoni thioredoxin glutathione reductase (TGR), Q962Y6 | purified TGR, DTNB reduction, TNB absorbance 405 nm | Potency, µM (series often up to 114 µM), without a hit: at the highest dose activity change, negative = inhibition, usual class: inhibitors | 360,000 compounds, 3% hits; further: potency means the concentration at half of the fitted maximal effect; nearly all actives have a fitted effect of over 60% in size
#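 TGR 20 nM + NADPH 100 uM (dispensed conc.), cpd preinc 15 min RT; start with NADPH (500 uM addition) then DTNB (15 mM addition). Kinetic TNB absorbance, 405 nm filter. Four-parameter Hill fit across titration.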
# * hit, by the source's call; ? = inconclusive; / = not tested or not shown; & = joins results of further samples; [ ] = remark or other dose. Unless noted, the call rests on the fitted dose curve; in most records, active means well fitted curve in the direction sought with a large enough effect; inconclusive means small, poorly fitted or top-dose-only effect, or another doubt; inactive means no such curve, though single readings can be large; an effect the other way counts as inactive or inconclusive. Unless noted, on the % scale 0 is the no-effect control and ±100 the full control effect.
SMILES,AmpC inh no detg,HCMV antiviral,FBPA Giardia inh,AmpC detergent,HCV inh,Sm TGR block
COc1ccc(C(=O)Nc2cc(OC)c(Cl)cc2OC)cc1,-6%,48,-30%,3%,?,7%
Cc1ccc(Cl)cc1-n1c(=O)cc(N2CCN(c3ccccc3)CC2)[nH]c1=O,/,?,/,-5%,/,-22%
Cc1cccc(CNS(=O)(=O)c2csc(C(N)=O)c2)c1,-17%,38&-11,-9%,-1%&-4%,3%,20%&0%
COC(=O)C1(C(F)(F)F)N=C2Sc3ccccc3N2C(N2CCOCC2)=N1 (stereo unspecified),0.32µM*,16,1%,-20%,8%&11%,2%
Cc1cc(C)n(-c2nc(SCC(=O)N3CCCC3)c3c4c(sc3n2)CCCC4)n1,-2%,-64*,2%,-2%,7%,-1%
O=C(c1cccn2c(=O)c3ccccc3nc12)N1CCN(c2ccccn2)CC1,-2%,-10,-7%,1%,0%,2%
CN(C)Cc1c(O)c(Cl)cc2c3c(c(=O)oc12)CCCC3,-16%,-18,?,?,-7%,?
O=C(NCCOc1ccccc1)c1cccc2c1C(=O)c1ccc(Cl)cc1S2(=O)=O,30%,-10,/,-5%,10µM*,-13%
O=C(NC1=NCCS1)c1sc2ccccc2c1Cl,-28%,156,-20%,2%,3%,7%
CCCOC(=O)C1=C(C)N(C)C(=O)NC1c1cc2c(cc1[N+](=O)[O-])OCO2 (stereo unspecified),-26%,-11,?,0%,-3%,-27%
O=C(COC(=O)[C@@H]1CCCN1C(=O)c1cccs1)Nc1cccc([N+](=O)[O-])c1,-9%,6,/,/,12%,/
COc1ccc(S(=O)(=O)N2CCCCCC2)cc1NC(=O)CN1C(=O)CNC1=O,-12%,45,/,/,-2%,/
CCn1cc(C(=O)NCCCOC(C)C)c(=O)c2cc(S(=O)(=O)N3CCC(C)CC3)ccc21,69%[activator],0,-2%,-16%,5%,-12%
Cc1ccc(NS(=O)(=O)c2ccc3[nH]c(=O)ccc3c2)cc1N(C)C,/,1,/,-4%,/,-13%
CCN(C(=O)CCS(=O)(=O)c1ccc2c(c1)CCN2C(C)=O)c1cccc(C(F)(F)F)c1,/,-1,/,-6%,/,-13%
CCCCNC(=O)C1CCN(Cc2ccc(OCc3ccccc3)c(OC)c2)CC1,35%,141,-21%,-2%,?,-1%
CCOC(=O)c1c(NC(=O)c2cc3n(n2)C(C(F)(F)F)CC(c2cccs2)N3)sc(C)c1C (stereo unspecified),-36%,?,0%,-5%,-22%,-5%
Cc1ccc(N2CC(NC(=O)C(=O)c3c[nH]c4ccccc34)CC2=O)cc1C (stereo unspecified),-22%,17,/,?,-5%,-3%
CCN(C[C@H]1N[C@@](C)(C(=O)OC)[C@H]2C(=O)N(Cc3ccccc3)C(=O)[C@@H]12)S(=O)(=O)c1ccc(OC)cc1,183%[activator],-11,/,/,8%,/
O=C(COC(=O)c1ccc[n+]([O-])c1)Nc1ccc([N+](=O)[O-])cc1Cl,-46%,-19,/,/,3%,/
Cc1ncsc1CCOC(=O)c1cccnc1,-16%,35,6%,-12%,23%,-17%
COc1cccc(-n2nc(C(=O)N3CC(C)CC(C)C3)c3ccccc3c2=O)c1 (stereo unspecified),40%,21,2%,3%,-9%,-3%
Cc1nn(-c2ccccc2)c(Cl)c1C(=O)OCC(=O)NCCc1ccccc1,36%,13,/,-9%,?,1%
O=C(Nc1ccccc1-c1ccccc1)c1cccc(C(F)(F)F)c1,-19%,7,2%,9%,12%,4%
COc1ccc(C2=C(Nc3ccc(C)cc3)c3ccccc3C2=O)cc1,-21%,-22,0%,?,-25%,-3%
COc1ccc(F)cc1S(=O)(=O)NCc1ccccc1,-25%,18,1%,-4%,2%,3%
CCOC(=O)c1c(C(=O)OCC)c(C)n(N2C(=O)CSC2=S)c1C,-27%,14,-22%,-6%,16%,-8%
CCN1CCN(C(c2cccc(OC)c2)c2c(O)cc(C)n(Cc3ccco3)c2=O)CC1 (stereo unspecified),/,27,/,11%,/,5.6µM*
O=C(NCc1ccc(F)c(F)c1)C1CCC(=O)N(CC2CCCCC2)C1 (stereo unspecified),95%[activator],?,/,1%,/,-31%
CCOC(=O)c1cc2c(C)n(-c3ccc(C)cc3)c(C)c2ccc1=O,12%,-96*,-16%,1%,11µM*,?
C[C@H](NS(=O)(=O)c1ccc(Cl)cc1)C(=O)OCC(=O)c1ccc[nH]1,-22%,-11,-2%,-6%,-16%,6%
CN(CC(=O)Nc1ccccc1C(=O)Nc1ccccc1)C1CCCCC1,-20%,-15,/,/,?,/
O=C(N/C=C/c1ccc(Cl)cc1)NCc1ccc(Cl)cc1,-19%,14,-1%,-12%,-26%,-27%
COc1ccc(-c2nc(S(=O)(=O)c3ccc(C)cc3)c(N3CCCC3)o2)cc1,-5%,18,-10%,?,8%,2µM*
Cc1c(Br)c(C(=O)NCc2cc3cc(Cl)ccc3[nH]2)nn1C,-21%,75,-2%,-1%,-18%,22%
O=C(O)Cn1ccnc1,-8%,42,-9%,5%,5%,5%
COc1cccc(C(=O)N(Cc2cc3cc(C)ccc3[nH]c2=O)CC2CCCO2)c1 (stereo unspecified),54%,-9,-17%,10%,-5%,3%
CCC1(c2ccc(F)cc2)NC(=O)N(CC(=O)Nc2ccc(C)c(S(=O)(=O)N3CCOCC3)c2)C1=O (stereo unspecified),9%,-29,-5%,-5%,-24%,?
O=C(NNC(=S)NC1CCCCC1)c1ccc(Cl)s1,0%[2.29 µM],18,2%,1%,-1%,-5%
Cc1ccc2occ(/C=N/NC(=O)c3ccc(Cl)cc3)c(=O)c2c1,-19%,-65*,11%,1%,-2%,-8%
Cc1ccc(NC(=O)CCCC(=O)OC(C)C(=O)c2ccccc2)cc1 (stereo unspecified),-4%,-3,-3%,-13%,?,-28%
CN1CCN(S(=O)(=O)c2cccc(C(=O)Nc3cccc(S(N)(=O)=O)c3)c2)CC1,-3%,-17,-3%,-13%,25%,-10%
Cc1ccc2cc(S(=O)(=O)NCCCC(=O)O)ccc2c1,-6%,-14,21%,-11%,19%,-4%
O=C(CSc1nc(-c2ccccc2)no1)N1CCN(c2ccc(F)cc2)CC1,/,-1,/,3%,/,-1%
Cc1cccc(N(C)c2nc3ccc(C)cc3n3cnnc23)c1,/,-2,/,15%,/,3%

# Part of the list above in order of molecular weight, low to high:
SMILES,AmpC inh no detg,HCMV antiviral,FBPA Giardia inh,AmpC detergent,HCV inh,Sm TGR block
Cc1ccc2cc(S(=O)(=O)NCCCC(=O)O)ccc2c1,-6%,-14,21%,-11%,19%,-4%
COc1ccc(-c2nc(S(=O)(=O)c3ccc(C)cc3)c(N3CCCC3)o2)cc1,-5%,18,-10%,?,8%,2µM*
O=C(COC(=O)[C@@H]1CCCN1C(=O)c1cccs1)Nc1cccc([N+](=O)[O-])c1,-9%,6,/,/,12%,/

# 4 neighbouring compounds from above, quoted:
SMILES,AmpC inh no detg,HCMV antiviral,FBPA Giardia inh,AmpC detergent,HCV inh,Sm TGR block
C[C@H](NS(=O)(=O)c1ccc(Cl)cc1)C(=O)OCC(=O)c1ccc[nH]1,-22%,-11,-2%,-6%,-16%,6%
CN(CC(=O)Nc1ccccc1C(=O)Nc1ccccc1)C1CCCCC1,-20%,-15,/,/,?,/
O=C(N/C=C/c1ccc(Cl)cc1)NCc1ccc(Cl)cc1,-19%,14,-1%,-12%,-26%,-27%
COc1ccc(-c2nc(S(=O)(=O)c3ccc(C)cc3)c(N3CCCC3)o2)cc1,-5%,18,-10%,?,8%,2µM*

# Later entries.
SMILES,AmpC inh no detg,HCMV antiviral,FBPA Giardia inh,AmpC detergent,HCV inh,Sm TGR block
CCOc1ccccc1NC(=O)C(CC)n1c(C(=O)OC)cc2occc21 (stereo unspecified),/,3,/,23%,/,5%
CN(CC(=O)N1CCN(C2CCCCC2)CC1)S(=O)(=O)c1cccc2nsnc12,-12%,18,3%,3%,14%&-17%,-1%
CC(=O)c1cccc(NC(=O)CSC(=O)c2ccccc2)c1,-24%,-4,-5%,-4%,7%,-27%
Cc1ccc(NC(=O)C2CCCN2C(=O)OCc2ccccc2)cc1C (stereo unspecified),28%,3,/,-2%,-3%,-10%
C=CCN(CC=C)C(=O)c1ccc(OC2CCN(C(C)=O)CC2)c(OC)c1,-6%,41,4%,0%,10%,-24%
CCCN(CCC)CCNC(=O)C1CCN(Cc2nc(-c3ccc(Cl)cc3)oc2C)CC1,12%,-9,3%,4%,0.79µM*,0%
O=C(NC(Cc1cnc[nH]1)C(=O)O)c1ccccc1 (stereo unspecified),0%,62,-17%,-9%,5%,-2%
CC(C(=O)N=Nc1c(O)[nH]c2ccccc12)n1cnc2ccccc2c1=O (stereo unspecified),-29%,-8,-1%,-3%,5%,-5%
Cc1cc(NS(=O)(=O)c2ccc(NC(=O)COc3ccccc3C(C)C)cc2)no1,?,?,19%,?,15%&13%,1%
Cc1ccc(N2C(=O)N3[C@@H]4c5ccccc5OC[C@@H]4[C@@H](c4ccccc4)[C@@]3(C)C2=O)cc1,-12%,-20,/,/,?,/
NC(=O)c1c(NC(=O)CCCn2cnc([N+](=O)[O-])n2)sc2c1CCCC2,-19%,-23,-5%,0%,27%,-31%
O=C(O)c1ccc2c(c1)C(=O)N(c1ccc(Cl)cn1)C2=O,0.63µM*,-4,14%,?,1%,3%
CC(C)(C)C(=O)Cn1c(=N)n(Cc2ccccc2Cl)c2ccccc21,-13%,13,-2%,-2%,-20%,-9%
Clc1cccc(OCCCCN2CCCCC2)c1,-5%,-16,?,?,-5%,-3%
Cc1ccc(N2C(=O)[C@@H]3CSC(c4ccc(C(F)(F)F)cc4)N3C2=O)cc1 (stereo partly specified),/,10,/,9%,/,27%
CN1CCN(C(=O)/C(=C/c2cccc([N+](=O)[O-])c2)NC(=O)c2ccccc2)CC1,-15%,-10,9%,?,11%,-1%
CCCN1CCC2(CC1)C(C#N)=C(N)Oc1c2sc2nc(C)cc(C)c12,0%,-17,1%,-10%,-20%,-34%
Cn1c(CC(=O)Nc2ccc(F)cc2)nnc1SCC(=O)Nc1nncs1,-9%,5,-18%,-13%,15%,1%
N#CCCn1nnc2ccccc21,17%,-13,4%,-3%,14%,9%
O=C(C1CCN(S(=O)(=O)c2cccc3cccnc23)CC1)N1CCN(c2ccccc2)CC1,?,49,1%,-2%,1%,2%
COc1ccc(Cl)cc1Nc1nc2ccc(C(=O)c3ccccc3)cc2n2cnnc12,/,?,/,27%,/,2%
COC(=O)C1=C(C(=O)OC)C(c2ccc(OC)c(OC)c2)c2sc(=O)[nH]c2S1 (stereo unspecified),0%,130,?,4%,14%,?
COc1ccc2oc(C(=O)OCC(=O)NCc3ccc(OC)c(OC)c3)c(C)c2c1,2%,-27,/,-12%,4%,-2%
CCOc1ccc(S(=O)(=O)N2CCN(C(=S)NCc3ccco3)CC2)cc1,-37%,-33,-2%,-9%,6%,-3%

# Compounds as they come; about 9.9% have a hit in one of these screens.
